High-throughput results as filed in PubChem.
eIF4E-4G inh – eIF4E–eIF4G protein interaction inhibitors, primary screen, biochemical, uHTS, TR-FRET, eIF4GI fragment. Eukaryotic translation initiation factor 4E (Mus musculus) + Eukaryotic translation …. TR-FRET eIF4E-eIF4GI(517-606) binding, 2 h. inhibition, % at 21.7 µM. actives 0.37% (n = 220,000). AID 782, 2007;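 active = inhibition above about 30%, limit read from the data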;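 note: 0% = full FRET control wells and 100% = background wells lacking eIF4GI fragment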
Target sequence (P63073 whole entry, looked up, the tested form may be a part): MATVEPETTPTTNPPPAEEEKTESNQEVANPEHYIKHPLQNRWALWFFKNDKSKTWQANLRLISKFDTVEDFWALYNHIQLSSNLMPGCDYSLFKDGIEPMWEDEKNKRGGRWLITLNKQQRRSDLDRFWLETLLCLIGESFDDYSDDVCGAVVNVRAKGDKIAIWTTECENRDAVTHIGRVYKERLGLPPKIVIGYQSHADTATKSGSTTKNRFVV
Target sequence (Q04637 whole entry, looked up, the tested form may be a part): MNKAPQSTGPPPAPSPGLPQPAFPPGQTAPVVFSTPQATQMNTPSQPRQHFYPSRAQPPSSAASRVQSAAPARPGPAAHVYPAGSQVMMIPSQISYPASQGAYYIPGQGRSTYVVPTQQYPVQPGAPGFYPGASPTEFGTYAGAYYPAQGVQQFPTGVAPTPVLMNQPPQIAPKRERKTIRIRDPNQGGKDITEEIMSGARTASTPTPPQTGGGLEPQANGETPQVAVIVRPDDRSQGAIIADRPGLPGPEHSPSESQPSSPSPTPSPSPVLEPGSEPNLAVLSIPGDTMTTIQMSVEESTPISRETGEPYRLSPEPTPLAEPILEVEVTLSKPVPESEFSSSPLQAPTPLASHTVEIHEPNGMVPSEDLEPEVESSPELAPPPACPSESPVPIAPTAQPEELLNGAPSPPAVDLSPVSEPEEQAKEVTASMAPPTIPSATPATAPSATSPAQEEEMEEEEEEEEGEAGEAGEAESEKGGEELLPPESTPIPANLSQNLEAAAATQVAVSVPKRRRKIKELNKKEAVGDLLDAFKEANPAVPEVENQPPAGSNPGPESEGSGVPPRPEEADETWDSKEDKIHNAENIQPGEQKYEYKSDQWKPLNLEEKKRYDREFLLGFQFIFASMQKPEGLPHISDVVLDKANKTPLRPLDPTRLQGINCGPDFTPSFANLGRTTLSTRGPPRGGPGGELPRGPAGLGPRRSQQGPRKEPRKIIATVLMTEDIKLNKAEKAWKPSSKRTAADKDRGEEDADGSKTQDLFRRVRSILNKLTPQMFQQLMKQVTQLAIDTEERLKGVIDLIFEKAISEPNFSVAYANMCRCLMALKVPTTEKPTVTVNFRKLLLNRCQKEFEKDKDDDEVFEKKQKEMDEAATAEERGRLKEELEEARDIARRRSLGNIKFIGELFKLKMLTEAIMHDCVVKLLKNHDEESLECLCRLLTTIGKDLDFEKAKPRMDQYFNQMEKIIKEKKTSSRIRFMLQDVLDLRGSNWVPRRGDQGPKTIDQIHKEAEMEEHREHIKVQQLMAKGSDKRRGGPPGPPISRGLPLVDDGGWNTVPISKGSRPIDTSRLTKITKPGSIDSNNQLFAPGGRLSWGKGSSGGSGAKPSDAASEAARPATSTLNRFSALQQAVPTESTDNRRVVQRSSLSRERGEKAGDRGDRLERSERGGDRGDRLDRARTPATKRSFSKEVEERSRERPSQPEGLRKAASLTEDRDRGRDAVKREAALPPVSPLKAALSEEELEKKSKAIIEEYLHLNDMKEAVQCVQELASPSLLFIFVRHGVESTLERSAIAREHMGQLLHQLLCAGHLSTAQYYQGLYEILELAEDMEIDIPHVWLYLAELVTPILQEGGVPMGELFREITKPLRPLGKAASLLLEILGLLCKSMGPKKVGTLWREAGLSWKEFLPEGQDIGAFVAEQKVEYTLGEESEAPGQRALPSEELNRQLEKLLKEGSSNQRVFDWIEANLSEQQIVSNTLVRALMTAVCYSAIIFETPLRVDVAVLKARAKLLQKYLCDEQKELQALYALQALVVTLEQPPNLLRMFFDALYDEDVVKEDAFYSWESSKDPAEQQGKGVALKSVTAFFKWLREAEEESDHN
p97 ATPase inh – inhibitors of human p97 ATPase, primary screen, biochemical | Transitional endoplasmic reticulum ATPase (Homo sapiens), P55072 | recombinant p97 ATPase, Kinase-Glo ATP luminescence, 3 h | inhibition, % at 8 µM | actives 0.42% (n = 220,000); in the data active = inhibition above about 15%;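 note: 0% = DMSO vehicle and 100% = wells lacking enzyme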
14-3-3 Bad inh – inhibitors of 14-3-3 zeta/Bad binding, primary screen, biochemical, TR-FRET, bovine 14-3-3 zeta; 14-3-3 protein zeta/delta (Bos taurus), P63103; TR-FRET 14-3-3zeta/Dy647-pBad peptide displacement, 1 h; inhibition, % at 21.7 µM; actives 0.71% (n = 220,000); AID 781, 2007;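 active = inhibition above about 70%, limit read from the data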;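 note: 0% = full 14-3-3 plus peptide FRET controls and 100% = background without 14-3-3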
Mdm2 ligase inh – MDM2-luciferase reporter signal enhancers, primary screen, MDM2 E3 ligase inhibitor project, cell-based, luminescence, 1536-well; E3 ubiquitin-protein ligase Mdm2 (Homo sapiens), Q00987; cell-based MDM2 ubiquitination luciferase reporter, 2 h; 0 = plate control, 100 = twice control, blank-subtracted; signal enhancement, % at 5 µM; actives 0.11% (n = 210,000); AID 1230, 2008;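 active = signal enhancement of 30% or more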;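 note: luminescence tracks abundance of the self-degrading MDM2-luciferase fusion protein; higher signal means inhibition of MDM2 E3 ligase activity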
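Material: stable MDM2–luciferase fusion reporter cells / Quantity: 2000 cells/well / Dosing: single 5 µM compound dose, 0.2% final DMSO / Buffer or medium: DMEM / Schedule: 4 h cell settling then 2 h compound exposure, 37 °C / Detection: luminescence with SteadyLite reagent, 15 min at room temperature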
Rad51 HR inh – human RAD51 strand exchange inhibitors, primary screen, biochemical, fluorescence; DNA repair protein RAD51 homolog 1 (Homo sapiens), Q06609; hRad51 DNA strand exchange, fluorescence dequenching; inhibition, % at 10 µM; actives 0.085% (n = 200,000);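 active = inhibition above 40% at the single screening dose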;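 note: 0% = DMSO control wells and 100% = blanks with heterologous ssDNA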
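Test system: preformed human Rad51 ssDNA filaments. Compound dosing: single dose, 10 µM final compound. Incubation: filaments 15 min 37 °C, then compound 30 min. Technique: FRET fluorescence dequenching, excitation 485 nm, emission 520 nm. Read-out basis: percent inhibition from fluorescence, normalised to plate control and blank means. Benchmarks: plate controls and plate blanks.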
FXIIa inh 1536 – human FXIIa protease inhibitors, primary screen, biochemical, 1536-well. inhibition, % at 5 µM. actives 0.3% (n = 220,000). purified FXIIa, Boc-QGR-AMC fluorogenic substrate, 2 h. Coagulation factor XII (Homo sapiens), P00748; in the data active = inhibition above about 40%;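 note: 0% = enzyme with no compound and 100% = blank without enzyme; many of its hits are not listed in these tables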
Wee1 stabilizer – Wee1 degradation inhibitors, primary screen, cell-based, HeLa, Wee1K328M-luciferase, luminescence; HeLa Luc-Wee1K328M stability; 100% = proteasome inhibitor MG132 effect; reporter increase, % at 5 µM; AID 1321, 2008; Wee1-like protein kinase (Homo sapiens), P30291; actives 1.2% (n = 220,000);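 active = activation above the mean of all tested compounds plus 3 SD, set per screening run, cut at about 8.8% in these data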;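 note: cells exposed to compound for 20 h before luminescence read; 0% = DMSO alone and 100% = MG132 at 30 µM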
FXIa inh – human FXIa protease inhibitors, primary screen, biochemical, 1536-well. Coagulation factor XI (Homo sapiens), P03951. purified FXIa, Boc-Glu-Ala-Arg-AMC fluorogenic substrate. inhibition, % at 5 µM. actives 0.14% (n = 220,000);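 active = inhibition of at least 40%; inactive = inhibition below 40%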;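 note: fluorescence of freed AMC excited at 355 nm; 0% = enzyme without compound and 100% = no enzyme blank; many of its hits are not listed in these tables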
hK5 inh – human KLK5 protease inhibitors, primary screen, biochemical, 1536-well | actives 0.59% (n = 210,000) | Kallikrein-5 (Homo sapiens), Q9Y337 | inhibition, % at 5 µM | recombinant hK5, fluorogenic AMC substrate cleavage | AID 873, 2007;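 active = inhibition of 40% or more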;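 note: 0% = enzyme controls without compound and 100% = no-enzyme blanks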
Starred values were filed as active, the others as inactive; . = not tested or not shown; [ ] = another dose, or the depositor's remark.

SMILES	eIF4E-4G inh	p97 ATPase inh	14-3-3 Bad inh	Mdm2 ligase inh	Rad51 HR inh	FXIIa inh 1536	Wee1 stabilizer	FXIa inh	hK5 inh
COCCCNC(=O)CNC(=S)N(Cc1ccccc1)Cc1cccnc1	8	3	-18	-5	17	2	1	-6	-7
Cc1ccc2c(CC(=O)O)coc2c1	-4	4	9	-1	-5	0	-3	-3	-1
CCC1(C)N(O)C(C)(C)C(c2ccc(OC)cc2)=[N+]1[O-] (configuration not stated)	1	-1	-10	-17	2	7	-2	2	-17
CCn1cc(C(=O)C(F)(F)F)c2ccccc21	2	-2	11[fluorescence artefact?]	9	2	-2	1	4	4
S=C(Nc1ccc(Nc2ccccc2)cc1)NN1CCOCC1	-1	4	-7	-10	.	12	2	4	3
FC(F)(F)c1cc(-c2ccco2)nc(N2CCN(c3ccccc3)CC2)n1	-4	-1	-8	-16	1	4	1	-4	9
CC(=O)c1c(C(=O)O)[nH]c(C(=O)O)c1C	5	1	0	-3	5	.	-3	0	4
CCCN1CNC(=S)N(Cc2ccccc2)C1	14	2	-22[fluorescence artefact?]	10	-2	5	0	1	-13
COc1ccccc1-n1cnc2cc(C(=O)NCCCN3CCOCC3)ccc21	-7	-1	-13	-14	-3	15	-2	1	-9
O=C(CCNc1cc(Cl)cc(Cl)c1)c1ccco1	9	1	-18	-1	-2	16	-2	4	0
COc1ccc(N2C(=O)C3CCCN3C2=O)cc1 (configuration not stated)	-1	3	-6	-13	-2	8	0	2	-11
COc1ccc(-c2noc(-c3ccoc3C)n2)cc1	-1	-2	-9	-17	-3	6	0	-7	3
CCN(CC(=O)Nc1ccccc1OC)CC(=O)Nc1ccccc1C(F)(F)F	-3	-6	-3	-7	8	14	0	-1	-1
CCCCCCn1cc(C(=O)O)c(=O)c2ccccc21	0	-4	13	-10	5	6	-1	-6	-17
COc1ccc(CN2CC(=O)N(c3ccc(C)c(C)c3)C2=S)cc1OC	-1	5	-8	-20	-7	-3	0	0	-4
O=C(C1CC1)N1N=C2CCCCC2C1(O)C(F)(F)F (configuration not stated)	-5	1	-12	-8	12	2	-3	-8	3
COc1ccc(C(=O)C2CCCN(Cc3cccn3-c3ccccn3)C2)cc1F (configuration not stated)	0	7	6	2	1	2	0	-2	-2
COc1ccc(NC(=O)CC2C(=O)N(Cc3cccs3)C(=S)N2C(C)C)cc1 (configuration not stated)	3	1	-6	-10	4	10	-1	-2	-7
CCN1CCN(c2ccc(NC(=O)Cc3ccccc3)cc2)CC1	1	3	-6	-7	2	7	-1	-5	0
CCc1ccc2c(c1)cc(CN(C(=S)Nc1cccc(C)c1)C1CC1)c1nnnn12	0	3	-8	-10	-6	-8	1	-5	0

3 compounds drawn at random from the list so far:
SMILES	eIF4E-4G inh	p97 ATPase inh	14-3-3 Bad inh	Mdm2 ligase inh	Rad51 HR inh	FXIIa inh 1536	Wee1 stabilizer	FXIa inh	hK5 inh
FC(F)(F)c1cc(-c2ccco2)nc(N2CCN(c3ccccc3)CC2)n1	-4	-1	-8	-16	1	4	1	-4	9
CCN(CC(=O)Nc1ccccc1OC)CC(=O)Nc1ccccc1C(F)(F)F	-3	-6	-3	-7	8	14	0	-1	-1
COc1ccccc1-n1cnc2cc(C(=O)NCCCN3CCOCC3)ccc21	-7	-1	-13	-14	-3	15	-2	1	-9

Later entries:
SMILES	eIF4E-4G inh	p97 ATPase inh	14-3-3 Bad inh	Mdm2 ligase inh	Rad51 HR inh	FXIIa inh 1536	Wee1 stabilizer	FXIa inh	hK5 inh
COc1c(S(=O)(=O)NCCCN2CCOCC2)ccc(Cl)c1Cl	86*	0	-10	.	3	13	4	0	2
Cc1nc(SCC(=O)Nc2c(C)nn(C)c2C)c2cnn(-c3ccccc3)c2n1	11	1	18	-14	5	7	0	-5	-7
CCC(C)OC(=O)C1=C(C)OC23OC(N)=C(C#N)C12C(=O)c1ccccc13 (configuration not stated)	2[fluorescence artefact?]	-3	5	11	-4	5	0	3	-8
COc1ccc(-c2nnc(SCC(=O)Nc3nc4ccccc4s3)n2C)cc1	-17	-3	17[fluorescence artefact?]	0	.	17	-1	4	0
COc1ccc(NC(=O)Nc2cccc(NC(C)=O)c2)c(OC)c1	2	3	-14	-1	18	10	0	2	.
CCOc1[nH]n(-c2ccc(Cl)cc2)c(=O)c1C=Nc1ccc(O)cc1	-11	9	19	-11	-1	16	3	3	-1
N#CC1=C(SCC(N)=O)NC(=O)CC1c1ccccc1Cl (configuration not stated)	0	5	-5	-13	-4	14	1	6	-2
COc1ccc(C(=O)NC(=S)Nc2ccc(CN3CCOCC3)cc2)cc1	-4	-3	-5	-17	-2	3	0	6	28
CC(CNC(=O)c1cncc(O)c1)NC(=O)c1cncc(O)c1 (configuration not stated)	-2[fluorescence artefact?]	-2	45[fluorescence artefact?]	-11	1	1	2	2	-14
CCOc1ccc(NC(=O)COc2ccccc2)c([N+](=O)[O-])c1	0	-3	-5	-16	25	-1	-1	-5	-7
CN1CCN(C(=O)Cn2c(=O)oc3cc(S(=O)(=O)NCc4ccccc4)ccc32)CC1	1	1	6	-19	12	9	0	3	-8
O=C(Nc1cc(S(=O)(=O)N2CCCC2)ccc1OCC(F)(F)F)c1ccccc1F	3	5	1	2	.	12	13*	4	-8
COCc1cc(OC)nc(-c2csc(C)n2)n1	-1	-1	-3	-6	10	6	1	8	14
O=C(COC(=O)c1sc2cc(F)ccc2c1Cl)Nc1ncc(Cl)cc1Cl	-1	3	-21	-20	1	1	0	11	-11
COc1ccc(CCNC(=O)c2ccn[nH]2)cc1OC	5[fluorescence artefact?]	-5	12	-6	4	9	2	-21	5
CC(C)Sc1nc(SCC(=O)NCc2ccco2)c2c3c(sc2n1)COC(C)(C)C3	6	1	-14	-20	4	14	9.8*	7	55*
O=C1CC(c2ccc(OCCCCCOc3ccc(C4CC(=O)NC4=O)cc3)cc2)C(=O)N1 (configuration not stated)	-3	5	-14	-7	2	8	-1	-4	0
COc1ccccc1CNC(=O)CCn1c(=O)sc2ccccc21	2	0	-8	-5	5	9	-2	-2	-5
COCCCn1cc(C(=O)c2cc(OC)ccc2OCC(=O)N2CCCCC2C)cc(C#N)c1=O (configuration not stated)	-2	2	-6	-10	-9	1	4	0	-4
O=C(c1ccco1)N1CCN(C(=O)C2CCCO2)CC1 (configuration not stated)	2	-4	7	-22	-2	-1	0	-1	-22

3 neighbouring records out of the list so far:
SMILES	eIF4E-4G inh	p97 ATPase inh	14-3-3 Bad inh	Mdm2 ligase inh	Rad51 HR inh	FXIIa inh 1536	Wee1 stabilizer	FXIa inh	hK5 inh
COc1ccccc1CNC(=O)CCn1c(=O)sc2ccccc21	2	0	-8	-5	5	9	-2	-2	-5
COCCCn1cc(C(=O)c2cc(OC)ccc2OCC(=O)N2CCCCC2C)cc(C#N)c1=O (configuration not stated)	-2	2	-6	-10	-9	1	4	0	-4
O=C(c1ccco1)N1CCN(C(=O)C2CCCO2)CC1 (configuration not stated)	2	-4	7	-22	-2	-1	0	-1	-22

Three entries from above, arranged by number of heavy atoms, low to high:
SMILES	eIF4E-4G inh	p97 ATPase inh	14-3-3 Bad inh	Mdm2 ligase inh	Rad51 HR inh	FXIIa inh 1536	Wee1 stabilizer	FXIa inh	hK5 inh
COc1ccc(CCNC(=O)c2ccn[nH]2)cc1OC	5[fluorescence artefact?]	-5	12	-6	4	9	2	-21	5
CC(CNC(=O)c1cncc(O)c1)NC(=O)c1cncc(O)c1 (configuration not stated)	-2[fluorescence artefact?]	-2	45[fluorescence artefact?]	-11	1	1	2	2	-14
O=C(Nc1cc(S(=O)(=O)N2CCCC2)ccc1OCC(F)(F)F)c1ccccc1F	3	5	1	2	.	12	13*	4	-8

Next part
SMILES	eIF4E-4G inh	p97 ATPase inh	14-3-3 Bad inh	Mdm2 ligase inh	Rad51 HR inh	FXIIa inh 1536	Wee1 stabilizer	FXIa inh	hK5 inh
CC(C)(C)C(=O)Nc1ccc(F)cc1[N+](=O)[O-]	0	7	-13	-3	6	13	-2	6	3
CC1(C)CC(=O)c2cc(OCC(=O)NCCN3CCCc4ccccc43)ccc2O1	.	-9	.	-4	-9	4	0	-8	-17
COc1ccc(S(=O)(=O)Nc2cccc(C)n2)c2ccccc12	-6	2	1	-13	9	-23	-1	-10	7
COC(=O)N1CN(C(=O)OC)CN(C(=O)OC)C1	-1	9	-3	11	3	19	1	9	-2
O=C(N=Nc1c(O)[nH]c2ccc(Cl)cc12)c1cc(-c2cccs2)nc2ccccc12	11[fluorescence artefact?]	-1	88*[fluorescence artefact?]	-11	4	6	-2	6	-13
O=C(/C=N/O)NCCN1CCCCC1	-3[fluorescence artefact?]	-2	-2	15	2	3	0	4	1
CC(=O)NC(=S)Nc1ccc(NC(=O)COc2ccc(Cl)cc2Cl)cc1	-17	-1	28	-12	-3	2	-3	2	-10
Cc1nn(C)c(Cl)c1/C=C/C(=O)O	1	-2	-6	-4	-33	13	1	-2	1
CCn1c(N)[n+](CC(=O)Nc2ccc(SC(F)F)cc2)c2ccccc21	-12	6	0	.	-5	8	-2	-3	-1
Cn1cnnc1SCC(=O)Nc1ncc(C(F)(F)F)cc1Cl	2	4	24	-1	-4	5	2	-4	-1
O=C(c1ccccc1-c1nc2ccccc2[nH]1)N1CCOCC1	9	4	-6	-40	2	21	1	6	-5
CN(C)CC(=O)Nc1ccc(Oc2ccc(Cl)cc2)cc1	1	1	3	1	8	-6	5	3	-20
O=C(NC1CC1)C1=C[C@@H](c2ccc(Br)cc2)C[C@@H](OCc2ccc(CO)cc2)O1	-2	.	0	14	-6	2	.	-3	-2
Cc1nc(S/C(=C/c2ccc(-c3ccc(Cl)cc3)o2)C(=O)O)n[nH]1	-9[fluorescence artefact?]	5	0[fluorescence artefact?]	.	-3	2	-1	4	-6
COc1ccccc1NC(=O)NCC(=O)Nc1ccc(F)c(F)c1	-18[fluorescence artefact?]	5	-1[fluorescence artefact?]	-14	4	10	1	-8	-20
